# hiPSC survival = enhancers of human iPSC single-cell survival; hiPSC single-cell survival, ATPlite luminescence; 100% = ROCK inhibitor wells, 0% = DMSO; survival enhancement, % at 20 µM; 360,000 tested, 0.044% active; AID 602274; in the data active = survival enhancement above about 18%;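 note: cells exposed to compounds for 16 hours before the ATP read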
# LMP1 NFkB inh = inhibitors of Epstein-Barr LMP1-induced NF-kappaB reporter; inhibition, % at 12.5 µM; LMP1-induced NF-kappaB luciferase reporter cells, luminescence; 350,000 tested, 0.69% active; AID 504558; in the data active = inhibition above about 41%;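 note: 0% = neutral control wells and 100% = reference inhibitor control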
# Peg3 promoter = Peg3 promoter activity inhibition; inhibition, % at 20 µM; 360,000 tested, 1.7% active; AID 588405; HeLa PEG-Prom luciferase reporter, luminescence, overnight;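 active = inhibition of at least 50% at 20 µM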
# HIF-2a block = inhibitors of HIF-2a. 786-0 RCC cells HIF-2a reporter, luciferase luminescence, overnight. inhibition, % at 18.8 µM. 360,000 tested, 0.72% active;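 active = inhibition of the luminescence signal of 40% or more relative to plate controls, in a single-dose primary screen at 18.75 µM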
# NR2E3 ag-1 = activates human photoreceptor nuclear receptor NR2E3. 320,000 tested, 0.12% active. GST-NR2E3/biotin-RetCOR TR-FRET, 1536-well. inhibition of corepressor binding, % at 4.78 µM. Q9Y5X4. AID 2300;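 active = percent inhibition above the cutoff of mean plus 3 SD of all tested compounds, set per screening campaign, cut at about 20% in these data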;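 note: 0% = DMSO wells and 100% = biotin wells as full block of FRET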
# Target sequence (Q9Y5X4 whole entry, looked up): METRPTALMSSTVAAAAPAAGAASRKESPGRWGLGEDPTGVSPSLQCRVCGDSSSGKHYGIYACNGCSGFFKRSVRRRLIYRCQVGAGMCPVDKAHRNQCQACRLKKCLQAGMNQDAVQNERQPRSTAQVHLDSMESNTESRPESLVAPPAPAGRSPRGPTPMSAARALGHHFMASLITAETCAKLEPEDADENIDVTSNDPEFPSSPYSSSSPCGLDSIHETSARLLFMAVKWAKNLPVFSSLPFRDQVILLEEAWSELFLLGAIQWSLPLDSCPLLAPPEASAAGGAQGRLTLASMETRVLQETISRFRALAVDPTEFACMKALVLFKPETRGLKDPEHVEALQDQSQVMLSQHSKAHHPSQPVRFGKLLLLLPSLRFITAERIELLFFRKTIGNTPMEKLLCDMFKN
#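 System: GST-NR2E3 and biotin-RetCOR proteins; probe or stimulus: 7 nM biotin-RetCOR; doses: compound at 4.8 µM, single dose; schedule: Compound–protein incubation for 5 h at 4 °C; detection: time-resolved FRET; read-out: percent inhibition; controls: biotin wells as high control, 0.6% DMSO wells as low control; format: 1536-well plates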
# Shn3 inh set2 = reduces Shn3 3'UTR luciferase signal in osteoblasts; Clone20 osteoblast Shn3 3'UTR firefly luciferase, 24 h; inhibition, % at 12.5 µM; 360,000 tested, 0.52% active; AID 588674;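 active = mean inhibition of at least 75% with every replicate also reaching 75%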;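 note: 0% = median of neutral control wells and 100% = pilot-screen positive control compound; some compounds past the cut are filed as inactive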
# CF NFkB inh = inhibitors of cystic fibrosis induced NF-kB. KKLEB NF-kB-GFP reporter, PAF-induced, GFP fluorescence overnight. inhibition, % at 5 µM. 360,000 tested, 0.86% active;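 active = at least 50% inhibition at 5 µM, scaled per plate between neutral and stimulator controls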;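 note: PAF is a Pseudomonas aeruginosa culture filtrate used as stimulus; plate controls were PAF-stimulated DMSO wells for no effect and unstimulated DMSO wells for full effect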
# NR2E3 ag-2 = agonists of human NR2E3 nuclear receptor. CHO-S Gal4-NCOR/VP16-NR2E3 two-hybrid, luciferase. AID 602229. Q9Y5X4. 360,000 tested, 0.35% active. inhibition of corepressor binding, % at 3.98 µM;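 active = inhibition above the mean of all tested compounds plus 3 SD, cut at about 70% in these data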;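 note: 0% = DMSO with NR2E3 transfected cells and 100% = cells lacking NR2E3 construct; higher means lower luciferase signal from less NR2E3 corepressor binding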
# TRAIL sens C8 = sensitizes caspase-8 expressing cells to TRAIL. inhibition (viability loss, TRAIL sensitization), % at 10 µM. 360,000 tested, 1% active. NB7+C8 cells + TRAIL, ATPlite viability luminescence;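 active = compounds causing at least 50% loss of cell viability in the single-dose screen, relative to plate controls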
# KKLEB cytotox = counter-screen for CF NF-kB inhibitors: cytotoxicity | 360,000 tested, 0.36% active | AID 602141 | activity change (cytotoxicity), % at 5 µM | KKLEB CF airway cells viability, ATPlite luminescence, overnight; active compounds read low; cells stimulated with P. aeruginosa culture filtrate;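 active = corrected activity change at or below -50% at 5 µM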
# MITF TRPM1 inh = MITF TRPM1 promoter inhibition in SK-MEL-5 cells; AID 488899; SK-MEL-5 TRPM1 promoter luciferase, 24 h; inhibition, % at 12.5 µM; 330,000 tested, 0.83% active;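 active = mean inhibition across replicates of 60% or more, whatever share of single replicates reaches that level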; note: values of inactives mirror those of a sister screen read the other way
# Numbers without * were called inactive; . = not tested or not shown. A portion of the library, so the mix of outcomes need not match the whole.
SMILES,hiPSC survival,LMP1 NFkB inh,Peg3 promoter,HIF-2a block,NR2E3 ag-1,Shn3 inh set2,CF NFkB inh,NR2E3 ag-2,TRAIL sens C8,KKLEB cytotox,MITF TRPM1 inh
COc1ccc(-c2[nH]nc3c2C(c2ccncc2)C(C#N)=C(N)O3)cc1 (stereo not given),-4.4,-5,8,11,0,-17,19,-24,-8,-2,2
Nc1nnc(-c2cn(-c3ccccc3)nc2-c2ccccc2)o1,-0.7,7,-11,-57,5,-15,-4,-30,-14,2,-31
Cn1c(N2CCCCC2)cc(=O)n(C)c1=O,-1.2,1,-2,11,-3,-3,3,5,-1,-18,7
CSc1nc(NC(C)(C)C)nc(N2CCOCC2)n1,2.6,0,-1,23,2,3,12,2,0,-11,10
CC(C)(Cc1ccc(O)cc1)NC(=O)CC(=O)N/N=C/c1ccc(Cl)cc1,0.4,-61,42,17,5,24,5,-9,16,-13,13
CC(=O)c1cccc(NC(=O)COC(=O)COc2ccccc2C)c1,4.0,3,6,21,1,8,2,-5,-1,6,0
COc1ccc(CCNC(=O)COc2ccc(S(=O)(=O)N3CCOCC3)cc2C)cc1,1.1,-9,19,6,3,-4,10,-2,-2,-13,-10
Cc1cc(C(=O)CS(=O)(=O)c2ccccc2)cc(C)c1O,-0.2,0,-91,-117,-1,-48,9,-48,-3,10,-28
CCOC(=O)c1c(C)c(/C=N/Nc2ccccc2)n(C)c1C,-0.5,-14,-73,-133,.,-22,-6,-11,-7,4,-21
COC(=O)c1c(C)nn(-c2ccccc2)c1N,0.4,2,-24,-18,3,-8,1,-17,-20,-14,.
CC(=O)Nc1ccc(NC(=O)C(C)OC(=O)CSc2ccc(Br)cc2C)cc1 (stereo not given),0.1,0,5,10,-1,2,14,-14,2,1,0
CC(C)CC(NC(=O)c1cccs1)c1nnc(SCc2ccc(Cl)c(Cl)c2)n1C (stereo not given),-1.8,7,36,30,-1,5,9,-20,1,-30,0
O=C(O)C[C@H]1c2cc(F)ccc2S(=O)(=O)N1Cc1ccccc1,3.1,2,1,8,1,-10,-4,9,-23,4,3
c1ccc(C2=NN(c3ccccc3)CC2)cc1,-0.5,-48,-308,-321,1,-114,-10,-19,-13,4,-83
COc1ccc(S(=O)(=O)N2CCN(C(=O)c3cc(C4CC4)nn3-c3ccccc3)CC2)cc1OC,-0.9,-5,25,16,.,2,-15,12,-9,-11,1
O=C(COc1ccc2ccccc2c1)NCCn1ccc2ccccc21,-0.2,16,5,-18,4,10,2,-34,0,-12,-2
CC(=O)Nc1ccc(NC(=O)C(C)OC(=O)CN(C)S(=O)(=O)c2ccc(Cl)cc2)cc1 (stereo not given),-3.0,-14,14,10,-4,-25,13,-12,-10,-20,3
Cn1nc(-c2ccccc2)cc1NC(=O)C1CCCCC1,-0.6,-10,-60,-84,7,-36,5,-5,-10,-13,-47
O=C(NNC(=S)NC(=O)c1ccccc1[N+](=O)[O-])c1ccccc1O,-0.2,6,-14,6,1,-13,1,-2,21,4,-13
CCCCCCCCn1c(=O)c(C(=O)OC)c(N)c2ccccc21,-0.1,.,13,28,2,54,-24,58,3,8,.
O=C(c1cc2ncc(Br)cn2n1)N1CCN(C(=O)c2ccco2)CC1,-0.1,-3,6,11,1,-3,0,-19,-7,-2,5
CC(Oc1ccc(Cl)cc1Cl)C(=O)N/N=C1\CCCc2ccccc21 (stereo not given),-0.5,-1,13,-17,-2,11,-2,-11,-29,7,7
CC1CCN(C(=S)SCc2nc(N)nc(Nc3ccccc3)n2)CC1,-0.1,11,-23,-66,-1,7,4,-25,-11,-13,7
Cc1cc(C)n2nc(CC(=O)NNC(=O)COc3cccc(C)c3C)nc2n1,1.9,2,-7,4,0,-1,13,-21,-21,0,0
COc1ccc(C2Nc3ccccc3C(=O)N2C2CCCCC2)cc1 (stereo not given),0.0,-13,-18,-69,4,-18,-6,-30,4,8,-29

# Three of the entries above in order of their number in LMP1 NFkB inh, rising.
SMILES | LMP1 NFkB inh | Peg3 promoter | HIF-2a block | NR2E3 ag-1 | Shn3 inh set2 | CF NFkB inh | NR2E3 ag-2 | MITF TRPM1 inh
CC(=O)Nc1ccc(NC(=O)C(C)OC(=O)CSc2ccc(Br)cc2C)cc1 (stereo not given) | 0 | 5 | 10 | -1 | 2 | 14 | -14 | 0
Cn1c(N2CCCCC2)cc(=O)n(C)c1=O | 1 | -2 | 11 | -3 | -3 | 3 | 5 | 7
Nc1nnc(-c2cn(-c3ccccc3)nc2-c2ccccc2)o1 | 7 | -11 | -57 | 5 | -15 | -4 | -30 | -31

# Next part.
SMILES,hiPSC survival,LMP1 NFkB inh,Peg3 promoter,HIF-2a block,NR2E3 ag-1,Shn3 inh set2,CF NFkB inh,NR2E3 ag-2,TRAIL sens C8,KKLEB cytotox,MITF TRPM1 inh
O=C(c1ccco1)N1CCN(C(=O)c2cc(=O)[nH]c3ccccc23)CC1,-0.4,-7,7,11,-2,5,-14,10,4,0,14
CCOC(=O)C1CN(S(=O)(=O)c2ccccc2)CCN1S(=O)(=O)c1ccccc1 (stereo not given),2.3,-7,17,14,0,78,-19,-34,0,9,7
CN(CCC1CCOCC1)C(=O)CC1C(=O)NCCN1CC1CCCCC1 (stereo not given),-0.1,4,2,13,2,-36,-21,3,-9,16,-1
CCOP(=O)(OCC)C(Nc1ccc(C)cc1)c1ccco1 (stereo not given),-0.3,-42,-6,10,-2,22,2,7,-3,-5,3
O=C(CN1C(=O)COc2ccccc21)N1CCCc2ccccc21,-1.9,2,-10,4,1,3,-10,8,-9,-1,2
Cc1ccc2[nH]c(=O)c(CN(CC3COCCO3)C(=O)Nc3ccccc3F)cc2c1 (stereo not given),-0.8,-10,13,-40,1,0,-11,-1,-10,7,2
Cc1ccc(S(C)(=O)=O)cc1S(=O)(=O)Nc1cccc(Cl)c1,-1.0,7,9,13,4,2,3,17,5,3,9
CCN(c1ccccc1)S(=O)(=O)c1ccc(OCC(F)(F)F)c(NC(=O)c2ccc(=O)[nH]c2)c1,-0.5,-1,9,1,.,-8,-18,3,1,-5,3
O=C(CN(c1cccc([N+](=O)[O-])c1)S(=O)(=O)c1ccccc1)N1CCCCC1,-0.4,-3,-2,-1,0,3,-8,2,-11,3,.
c1c(C2CCCCC2)n[nH]c1CN1CCCCC1,-1.2,8,-9,0,4,16,-4,-13,-3,3,14
O=S(=O)(NCCc1ccccc1)c1ccccc1,-1.0,-5,2,9,1,-9,-8,2,-1,2,-15
O=C(Nc1c(F)cc(F)cc1Br)C1CCCO1 (stereo not given),-0.1,-2,0,10,0,16,0,-15,1,4,5
COCCNC(=O)CCc1c(C)nc2nc(-c3cc(OC)cc(OC)c3)nn2c1C,1.1,7,9,20,-1,15,-6,-21,-4,5,9
CCC(=O)N1c2ccccc2NC2=C(C(=O)CCC2)C1c1cccnc1 (stereo not given),-0.9,2,9,12,3,-7,-3,-7,15,-2,1
COc1ccccc1NS(=O)(=O)c1ccc(Cl)c(NC(=S)NC(=O)C2CCCC2)c1,2.0,7,32,28,3,24,11,0,8,-14,-5
COC(=O)C1=C(C)N=C2SC(C)C(=O)N2C1c1cccs1 (stereo not given),-0.2,5,11,24,1,4,-16,-14,-11,6,0
Cc1ccc(CN2CCN(/N=C/c3ccco3)CC2)c(C)c1,5.4,2,-5,-17,2,1,4,-26,-3,-2,-11
COc1cc2sc(C)nc2c2ccccc12,-0.5,7,15,7,3,22,7,-21,3,-2,5
COC(=O)Nc1sc2nc(C)cc(C)c2c1-n1cccc1,2.3,-1,9,25,0,4,-8,-2,-10,-21,1
O=C(NCCc1c[nH]c2ccccc12)c1ccc(-n2cnnn2)cc1,-0.8,-6,2,-18,5,4,-4,17,7,6,5
Cc1c(Br)c([N+](=O)[O-])nn1CCCC(=O)Nc1sc2c(c1C#N)CCC2,-2.1,1,8,15,1,8,-2,-10,2,6,3
OCCC1CN(Cc2ccccc2-c2ccco2)CCN1Cc1ccsc1 (stereo not given),0.5,2,9,9,-1,11,-1,-20,-19,-1,7
C/C(=N/NC(=O)CNC(=O)C1COc2ccccc2O1)c1cccc(O)c1 (stereo not given),-0.1,0,8,11,3,4,-5,-15,-1,-12,11
Cc1cc(SCC(=O)c2cc(C)n(C)c2C)nc2ccccc12,1.0,-2,15,20,2,5,-3,-18,3,5,3
Cc1cccc(CCNS(=O)(=O)c2cc3c(cc2C)NC(=O)CO3)c1,-1.0,-1,19,7,0,5,14,-30,3,-4,8
CCCCCCN1C[C@@H](O)[C@H](n2cc(-c3ccc(F)cc3)nn2)C[C@@H]1c1ccccc1,3.7,5,6,12,.,-7,5,-33,10,-5,.
COc1cc(Cn2nnc3ccccc32)ccc1O,0.3,0,11,20,-2,-34,-5,5,-8,5,.

# A section from the list above:
SMILES,hiPSC survival,LMP1 NFkB inh,Peg3 promoter,HIF-2a block,NR2E3 ag-1,Shn3 inh set2,CF NFkB inh,NR2E3 ag-2,TRAIL sens C8,KKLEB cytotox,MITF TRPM1 inh
OCCC1CN(Cc2ccccc2-c2ccco2)CCN1Cc1ccsc1 (stereo not given),0.5,2,9,9,-1,11,-1,-20,-19,-1,7
C/C(=N/NC(=O)CNC(=O)C1COc2ccccc2O1)c1cccc(O)c1 (stereo not given),-0.1,0,8,11,3,4,-5,-15,-1,-12,11
Cc1cc(SCC(=O)c2cc(C)n(C)c2C)nc2ccccc12,1.0,-2,15,20,2,5,-3,-18,3,5,3
Cc1cccc(CCNS(=O)(=O)c2cc3c(cc2C)NC(=O)CO3)c1,-1.0,-1,19,7,0,5,14,-30,3,-4,8
CCCCCCN1C[C@@H](O)[C@H](n2cc(-c3ccc(F)cc3)nn2)C[C@@H]1c1ccccc1,3.7,5,6,12,.,-7,5,-33,10,-5,.
COc1cc(Cn2nnc3ccccc32)ccc1O,0.3,0,11,20,-2,-34,-5,5,-8,5,.
